esBAF inh: blocks esBAF chromatin remodeling in mouse ES cells | Bmi1-luciferase knock-in reporter, 24 h; 100% = twice the neutral-well signal | actives 2% (n = 350,000) | reporter increase, % at 12.5 µM; in the data active = activation above about 40%;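 note: 0% = median of the plate's neutral control wells and 100% = double that signal; a rise in the Bmi1 reporter signal indicates esBAF inhibition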
Statin myotox sup: protects C2C12 myotubes from simvastatin toxicity; ATP luminescence, 48 h; scaled: DMSO 0, geranylgeraniol control 100; rescue of ATP level, % at 7.49 µM; actives 0.78% (n = 330,000); AID 602340;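 active = mean ATP rescue above about 67%, or every replicate alone reaching that limit, limit read from the data, passing the limit was not always enough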;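 note: myotubes were challenged with 10 µM simvastatin during compound exposure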
Numbers without * were called inactive.

SMILES	esBAF inh	Statin myotox sup
Cc1cccc(-c2nc(C#N)c(NC3CCCCC3)o2)c1	61.5*	-30.0
O=C(/C=C/c1cc([N+](=O)[O-])ccc1OC(F)F)NCc1ccc(F)cc1	-1.1	17.1
COCCNC(=O)C(=O)NCCN1CCOCC1	-2.2	3.9
COc1ccc(CCn2c(N)cc(=O)[nH]c2=S)cc1OC	-4.8	1.0
O=C(COc1ncnc2ccccc12)c1ccc2c(c1)OCCO2	13.8	72.2*
CCN(CC)CCn1c(=S)[nH]c2ccc(Cl)cc2c1=O	4.8	2.2
CSc1nnc2c(n1)OC(c1ccsc1)N(C(C)=O)c1ccccc1-2 (centres undefined)	-2.3	13.3
Cc1ccc(C)c(NC(=O)CCN2CC(C)OC(C)C2)c1 (centres undefined)	-0.3	5.7
COC(=O)Cc1[nH]nc2c1C(C1C=CCCC1)C(C#N)=C(N)O2 (centres undefined)	-1.6	-5.4
c1ccc(N(c2ccccc2)c2nc(-n3ccnc3)nc(-n3ccnc3)n2)cc1	-11.6	-3.3
CCc1c(C)nc(SC/C=C/c2ccccc2)[nH]c1=O	-0.6	11.3
CN1C(=O)OC(C)(C)C1=O	-0.1	1.8
O=C(Nc1nc2c(s1)CCc1ccccc1-2)c1cccs1	71.4*	-12.9
N#Cc1ccc(NC(=O)Cn2cnc(S(=O)(=O)N3CCOCC3)c2)cc1	0.9	9.7
Cc1ccc(NC(=O)c2ccc(S(=O)(=O)NCC3CCCO3)cc2)cc1 (centres undefined)	10.2	15.1
Nc1c(-c2cccc(Cl)c2)cnn1-c1cccc([N+](=O)[O-])c1	28.9	-7.1
Cc1cc(NC(=O)CSc2nc3c(sc4ccccc43)c(=O)n2CCc2ccccc2)n[nH]1	4.7	17.0
CCCOc1ccc(N2C(=O)CC(N(Cc3ccc(S(N)(=O)=O)cc3)C(=O)CC)C2=O)cc1 (centres undefined)	3.1	-5.7
COC(=O)c1ccc(Cl)c(NC(=O)CSc2ncn[nH]2)c1	-2.6	-0.3
CCOC(=O)C1CCN(C(=O)CCCN2C(=O)c3ccccc3C2=O)CC1	0.7	-17.8
c1ccc(-c2noc(-c3cccs3)n2)nc1	-45.2	-29.6
Cc1cn(C2C=CC(CO)O2)c(=O)[nH]c1=O (centres undefined)	-3.9	12.7
Cc1c(C(=O)NC(C)CCc2ccccc2)cccc1[N+](=O)[O-] (centres undefined)	-2.8	6.2
O=C(Nc1ccc(NC(=O)C2CCCCC2)cn1)c1ccco1	25.2	-46.8
CCOC(=O)c1cc(=O)cc(C(=O)OCC)o1	-6.4	7.8
Oc1ccc2[nH]cnc2c1CN1CCCCC1	-5.4	10.4
c1ccc(COn2c(-c3ccccc3)nc3c2CCc2nonc2-3)cc1	10.5	4.9
CC(C)(C)C(=O)NC(=S)Nc1cc(C(F)(F)F)ccc1N1CCOCC1	5.1	-28.7
CC(=O)NCCOc1ccc(C(=O)O)cc1	-4.9	21.6
COc1ccc(C(=O)NCC23C=CC(O2)C2C(=O)N(Cc4ccccc4)C(=O)C23)cc1 (centres undefined)	9.3	12.6
CC(C)[C@H](NC(=O)c1ccccc1)C(=O)OCC(=O)c1ccc2c(c1)NC(=O)CO2	9.8	5.1
Cc1c(C(N)=O)sc2ncn(CC(=O)OC(C)C)c(=O)c12	-5.7	3.2
CN(C(=O)CSc1nnc(-c2ccncc2)n1C)C1CCS(=O)(=O)C1 (centres undefined)	-6.1	-3.2
COc1ccc(N2Cc3cccc(C(=O)N4CCOCC4)c3C2=O)cc1	3.7	-8.7
Cc1cc(Nc2ccccc2)nn1C(=O)c1ccc(Br)cc1	6.1	-11.4
CC(=O)c1cccc(NC(=O)N2CCCC2C(=O)Nc2cc(C)ccc2C)c1 (centres undefined)	-1.7	115.4*
O=C(O)CCCC(=O)NCCCc1ccccc1	-1.5	0.2
CCN(CC)c1ccc(/C=C(\C#N)c2ccccn2)cc1	-16.4	-43.9
CCC(=O)N1CCN(c2ccc(Cl)cc2NC(=O)Cc2ccc(Cl)cc2)CC1	-6.2	-8.1
Cc1cc2c(N3CCCCC3C)ncnc2s1 (centres undefined)	5.8	-5.8
CCC(=O)c1ccc(OCC(O)CN2CC(C)OC(C)C2)cc1 (centres undefined)	1.1	2.3
C=CCn1c(SCc2ccccc2)nnc1-c1cccnc1	0.1	22.8
COc1ccc(-c2nsc3c(N4CCCC4)ncnc23)cc1	6.7	2.2
S=c1[nH]ncn1-c1ccccn1	-6.8	13.6
Cc1nnc2n(C3CCCCC3)c(=O)c3c4c(sc3n12)COC(C)(C)C4	9.5	-5.4
Cc1cc(N2CCN(c3cccc(C)c3C)CC2)nc(-c2ccccc2)n1	-4.5	116.6*
CCNC(=O)C1(C)CCN(C(=O)c2cccs2)C1 (centres undefined)	-0.1	8.3
CCOC(=O)c1c(N)sc(C(=O)N2CCCC(C(N)=O)C2)c1C (centres undefined)	-9.4	-20.3
CCOC(=O)C1CCN(S(=O)(=O)c2cnc[nH]2)CC1	-7.1	3.8
O=C(Cn1[nH]c(=O)c2ccccc2c1=O)Nc1ccc(-c2nnc3n2CCCCC3)cc1	-9.1	11.6
O=C1C=C(c2ccc(Cl)cc2)C(=O)N1Nc1ccccc1	-0.4	-10.5
Cc1ccccc1CSc1nsc(N)n1	8.5	-3.1
COc1ccc(NC(=O)CSc2c(C)nn(-c3nnc(C)c(=O)[nH]3)c2C)cc1	2.1	0.3
Cc1noc(C)c1COC(=O)c1cc2c(C)nn(-c3ccc(F)cc3)c2s1	0.2	-3.4
CC1C2CC(CC1(C)C)N(C(=O)Nc1ccc3nccnc3c1)C2 (centres undefined)	1.1	-8.9
N#CCCN(NC1=NS(=O)(=O)c2ccccc21)C(=O)c1ccccc1Br	-12.3	-2.2
Cc1nn(-c2ccc(Cl)c(Cl)c2Cl)c(=O)c2ccccc12	-5.2	-1.2
CCc1ccc(NC(=O)Cn2c(SC)nc3ccccc32)cc1	-5.6	2.5
CC1(C)CC(=O)c2cnc(NC(=O)CSc3nc4ccccc4o3)nc2C1	11.7	-9.3
CCn1c(SCC(=O)Nc2nc(-c3ccccc3)cs2)nnc1-c1ccccc1O	13.5	9.7

Continuation:
SMILES	esBAF inh	Statin myotox sup
O=C(NCCC1=CCCCC1)N[C@@H](Cc1ccccc1)C(=O)O	10.3	-12.8
COc1ccc(C(=O)CSc2nnc(CNc3nc(-c4ccccc4)cs3)n2C)cc1	-4.7	27.0
C=CCNc1oc(-c2cccc3ccccc23)nc1C#N	24.0	-44.3
CCCCC(=O)Nc1nn(C)c2nc3c(C)cccc3cc12	0.4	-25.7
CCc1nc(NC2CCCCC2)c(C#N)c2c1COC(C)(C)C2	-6.9	-5.4
COc1ccc(NC(=O)CCNC(=O)Cn2ccc3ccccc3c2=O)cc1OC	-2.8	-1.7
CCOc1ccc(-c2c(C(=O)N/N=C/c3ccc(C)s3)nnn2-c2nonc2N)cc1	-2.1	-17.0
Cc1cc(C)c(C#N)c(SCc2ccccc2C(=O)O)n1	-4.1	12.3
CCS(=O)(=O)C(=C(Nc1ccc(OC)cc1)Nc1ccc(OC)cc1)S(=O)(=O)CC	-6.3	7.0
COc1ccc(OCC(=O)Nc2cc3oc4ccccc4c3cc2OC)cc1	-0.4	-38.3
CCOC(=O)C(C(=O)Nc1ccc(C)cc1)C1CCCCC1 (centres undefined)	-4.8	-15.2
CCOC(=O)CCc1cccc2c1CCC2=O	-3.2	-1.8
CCOC(=O)c1c(NC(=O)C2CC(Cl)=CCC2C(=O)O)sc2c1CCCCC2 (centres undefined)	9.0	-0.9
O=C(NCCCCNC(=O)c1ccc(Cl)s1)c1ccc(Cl)s1	-14.8	108.4*
Clc1ccc(-c2csc(N3CCC(c4ccccc4)C3)n2)cc1 (centres undefined)	1.5	3.1

Filtered by structure, the entries above with fluorine
SMILES	esBAF inh	Statin myotox sup
O=C(/C=C/c1cc([N+](=O)[O-])ccc1OC(F)F)NCc1ccc(F)cc1	-1.1	17.1
CC(C)(C)C(=O)NC(=S)Nc1cc(C(F)(F)F)ccc1N1CCOCC1	5.1	-28.7
Cc1noc(C)c1COC(=O)c1cc2c(C)nn(-c3ccc(F)cc3)c2s1	0.2	-3.4

Records above shown as hits in esBAF inh:
structure,esBAF inh
Cc1cccc(-c2nc(C#N)c(NC3CCCCC3)o2)c1,61.5*
O=C(Nc1nc2c(s1)CCc1ccccc1-2)c1cccs1,71.4*

New compounds follow:
SMILES	esBAF inh	Statin myotox sup
CC1C/C(=N/N2C(=O)CSC2=S)CC(C)(C)C1 (centres undefined)	-0.9	11.3
N#C/C(=C\c1cc([N+](=O)[O-])c(N2CCCCC2)cc1N1CCCCC1)c1nn(-c2ccccc2)c(N)c1C#N	2.7	-3.7
CN(CCc1ccccn1)c1ncnc2[nH]ncc12	15.0	-7.7
O=C(CCCn1ncn2c(cc3occc32)c1=O)N1CCc2ccccc2C1	25.3	1.7
O=C(CSc1nnc(Cn2nnc3ccccc32)o1)Nc1ccc(Cl)cc1	-3.9	-8.7
Cc1[nH]c(=O)[nH]c(=O)c1/C=N/NC(=O)[C@H](CC(C)C)NC(=O)OC(C)(C)C	-5.4	11.7
COC(=O)c1ccc(N2C(=O)c3ccc(OC)c(OC)c3C2=O)cc1	-1.4	9.0
CN1C(=S)SC(N(O)C=C2C=CC(=O)C=C2)C1(C)C (centres undefined)	-6.9	-10.3
COc1ccc(OC)c(C(c2nnnn2Cc2ccccc2)N2CCN(C3CCCCC3)CC2)c1 (centres undefined)	-0.5	121.4*
O=C1CSC(=NC2CCCCC2)N1	-3.8	2.9
CC(=O)Nc1nc2ccc(NC(=O)c3ccco3)cc2s1	14.1	-27.8
CCOC(=O)C(C(=O)OCC)C(CC(=O)C1CC1)c1ccccc1 (centres undefined)	-12.2	-12.5
COc1cc(CNC2CCCCCC2)cc(OC)c1O	0.0	9.7
O=C(c1ccccc1)c1cccc(NC(=O)c2ccco2)c1	65.7*	-12.0
CC1(C)CC(=O)c2cn3nc(C(F)(F)F)nc3nc2C1	-1.5	-1.9

Sorted by value in esBAF inh (highest first): some entries from above
Compound | esBAF inh
O=C(c1ccccc1)c1cccc(NC(=O)c2ccco2)c1 | 65.7*
COc1cc(CNC2CCCCCC2)cc(OC)c1O | 0.0
COC(=O)c1ccc(N2C(=O)c3ccc(OC)c(OC)c3C2=O)cc1 | -1.4
CC1(C)CC(=O)c2cn3nc(C(F)(F)F)nc3nc2C1 | -1.5
O=C1CSC(=NC2CCCCC2)N1 | -3.8
Cc1[nH]c(=O)[nH]c(=O)c1/C=N/NC(=O)[C@H](CC(C)C)NC(=O)OC(C)(C)C | -5.4
CCOC(=O)C(C(=O)OCC)C(CC(=O)C1CC1)c1ccccc1 (centres undefined) | -12.2

Continuation.
SMILES	esBAF inh	Statin myotox sup
O=C(CCCOc1ccccc1)n1nnc2ccccc21	0.9	3.9
CN1CC(=O)N(CC(=O)NCc2ccc(F)cc2)c2ccccc2C1=O	-7.9	-14.4
CN(Cc1ccon1)C(=O)CC1C(=O)NCCN1Cc1ccc(F)c(F)c1 (centres undefined)	2.0	1.0
CCn1c(SCC(=O)N2CCc3ccccc3C2)nc2c1c(=O)n(C)c(=O)n2C	-6.5	-17.5
Fc1cccc(Cc2c(-c3ccco3)nc3ccc(Cl)cn23)c1	-5.9	32.1
COc1ccc(C(=O)Nc2ccccn2)cc1	-4.9	-5.5
COn1c(=S)[nH]c2ccccc2c1=O	-0.8	-1.0
O=C(COc1ccc(Cl)cc1Cl)Nc1ccc2nc3n(c(=O)c2c1)CCCC3	6.7	-18.3
COc1ccc(Nc2nc(N)nc(COc3ccc(OC)cc3)n2)cc1	13.7	9.2
COc1ccc(/C=C/C(=O)c2ccccc2O)cc1	86.9*	-0.5
COCCCN1C(=O)C(=O)/C(=C(/O)c2ccc(OC(C)C)cc2)C1c1cccnc1 (centres undefined)	-4.1	0.9
c1ccc(Cc2nn[nH]n2)cc1	-3.7	-11.3
Cc1cccc(CN2CCNC2=O)c1	-1.3	-1.5
COc1ccc(N2C(=O)CC(NCc3ccc(F)cc3)C2=O)cc1 (centres undefined)	-8.7	7.8
CCCS(=O)(=O)N1CCCC(C(=O)NC2CCCCC2)C1 (centres undefined)	6.6	-7.8
CCOc1ccc(-n2c(SCC(=O)NC(C)CC)nc3n[nH]c(C)c3c2=N)cc1 (centres undefined)	5.0	-5.4
COC(=O)c1ccccc1NC(=O)CN1C(=O)c2ccccc2S1(=O)=O	-0.8	3.5
CC(C(=O)OCC(=O)Nc1ncc(Cl)cc1Cl)N1C(=O)c2ccccc2C1=O (centres undefined)	-9.7	0.3
COc1ccccc1C(=O)NCCn1ccc2ccccc21	33.3	-4.7
O=S1(=O)N=C(Nc2ccc(N3CCOCC3)cc2)c2ccccc21	6.0	-47.2
NC(=O)c1cnn2c(-c3ccc(Cl)cc3Cl)ccnc12	-3.9	4.1
Clc1cccc(Cl)c1CSc1nnc(CN2CCOCC2)n1-c1ccccc1	-13.1	7.0
COc1ccc(NCN2C(=O)CCC2=O)cc1	9.6	-11.1
CCCOc1ccc(CC(=O)NCC2(c3ccccc3)CCOCC2)cc1OC	2.8	11.3
Clc1ccc(Nc2ccc(-n3ccnc3)nn2)cc1Cl	1.3	-27.9
O=c1oc2ccccc2cc1-c1csc(NN=C2CCCCC2)n1	66.4*	-22.3
COc1ccc(CCNC(=O)C(=O)NCc2ccc(C(C)C)cc2)cc1OC	-3.0	1.0
CCOC(=O)C1CCN(C(=O)CCc2nc3ccccc3[nH]2)CC1	-5.8	7.9
Cc1c(C(O)CN2CCC(C(N)=O)CC2)c2ccccc2n1C (centres undefined)	-5.9	8.9
COc1ccccc1NC(=O)c1cc2n(n1)C(C(F)(F)F)CC(c1ccc3c(c1)OCO3)N2 (centres undefined)	6.1	-0.4

Source: PubChem BioAssay

This is a subset. The share of hits here may be higher or lower than overall.
